Source: PubChem BioAssay
SRC3 TRFRET art: TR-FRET detection interference compounds, artefact control for PPARgamma SRC-3 recruitment agonists, biochemical, TR-FRET ratio; 99,000 compounds, 0.39% hits; TR-FRET artefact counter-screen, PPARgamma/SRC-3 format; hits give high values; TR-FRET ratio at 8 µM; AID 1048, 2008; in the data active = TR-FRET ratio above about 2000; also: inactives centre near 1600
SRC1 TRFRET art: TR-FRET detection interference compounds, primary screen, artefact control for PPARgamma SRC-1 recruitment agonists, biochemical, TR-FRET emission ratio | TR-FRET ratio at 8 µM | TR-FRET detection artefact counter-screen; hits give high values | 99,000 compounds, 0.34% hits; in the data active = TR-FRET ratio above about 2300; also: inactives centre near 1800
Numbers without * were called inactive. A portion of the library, so the mix of outcomes need not match the whole.

SMILES	SRC3 TRFRET art	SRC1 TRFRET art
Fc1ccc(Cn2nnnc2C(c2cccs2)N2CCN(C3CCCCC3)CC2)cc1 (stereo not drawn)	1662	1918
COc1ccc(C)cc1NC(=S)N1CCN(S(C)(=O)=O)CC1	1725	1717
O=C(Nc1c2c(nn1-c1ccccc1)CS(=O)C2)c1ccc(S(=O)(=O)N2CCOCC2)cc1 (stereo not drawn)	1789	1774
CCNC(=O)n1cc(-n2cncn2)c(-c2ccc(Cl)cc2)n1	1471	2001
O=C(O)CNC(=O)C(Cc1ccccc1)NC(=O)OCc1ccccc1 (stereo not drawn)	1550	1468
CC(=O)c1ccc(NC(=S)NC(=O)CC(C)C)cc1	1894	1916
CCCCNC(=S)N=Nc1c(O)[nH]c2ccccc12	1717	1786
C/C(=N\Nc1ccc(F)cc1F)c1cccs1	1958	1720
COc1cc(/C=N\NC(=O)CNC(=O)C2COc3ccccc3O2)ccc1O (stereo not drawn)	1812	1927
COc1ccc(CNC(=O)C2CCN(S(=O)(=O)N3CCC4(CC3)OCCO4)CC2)c(OC)c1	1573	1658

Reprinted from the part before: six compounds, followed by the next part.
SMILES	SRC3 TRFRET art	SRC1 TRFRET art
O=C(O)CNC(=O)C(Cc1ccccc1)NC(=O)OCc1ccccc1 (stereo not drawn)	1550	1468
CC(=O)c1ccc(NC(=S)NC(=O)CC(C)C)cc1	1894	1916
CCCCNC(=S)N=Nc1c(O)[nH]c2ccccc12	1717	1786
C/C(=N\Nc1ccc(F)cc1F)c1cccs1	1958	1720
COc1cc(/C=N\NC(=O)CNC(=O)C2COc3ccccc3O2)ccc1O (stereo not drawn)	1812	1927
COc1ccc(CNC(=O)C2CCN(S(=O)(=O)N3CCC4(CC3)OCCO4)CC2)c(OC)c1	1573	1658
CC[C@@H](C)C(NC(=O)OC(C)(C)C)c1cn([C@@H](CCCCNC(=O)OC(C)(C)C)C(=O)N2CCN(C(=O)OC(C)(C)C)CC2)nn1 (stereo partly drawn)	1650	1857
Cc1ccc(N(CCC(=O)NC(C)(C)C)S(=O)(=O)c2ccc(C)cc2)cc1	1555	2136
Cc1[nH]n(-c2ccccc2)c(=O)c1-c1ccccc1	1490	1802
CC1(C(=O)O)CCC(C(=O)N2CCCCC2)C1(C)C (stereo not drawn)	1776	1906
CN1CCN(C(=O)/C=C/c2ccc3c(c2)OCO3)CC1	1650	1944
Cn1nnnc1Sc1ccc([N+](=O)[O-])cc1Cl	1278	1814
O=C(Cc1ccccc1)Nc1cccc(C(=O)N/N=C/c2ccco2)c1	1546	1638
COCCNC(=S)NNc1cccc(C(=O)O)c1	1499	1840
COc1cc(/C=C/C(=O)OCC(=O)Nc2cccc(Oc3ccccc3)c2)ccc1O	1504	1620
Cc1ccc(-c2[nH]nc3c2C(C)C(C#N)=C(N)O3)cc1 (stereo not drawn)	1758	1863
CCOC(=O)Nc1ccc(OCc2nnc3c4ccccc4c(C)nn23)cc1	1608	2056
CCCC(=O)NC(=S)Nc1cccc(Cl)c1N1CCCC1	1655	1835
CN1C(=O)NC(c2ccccc2)(C(F)(F)F)S/C1=C(/C#N)c1nnc(N2CCOCC2)n1-c1ccccc1 (stereo not drawn)	1496	1829
CCOC(=O)C1(CCc2ccccc2)CCN(Cc2ccc(O)cc2)CC1	1676	1783
CC(C)(C)OC(=O)C(Cc1ccc(OC(C)(C)C)cc1)NC(=O)CNC(=O)CNC(=O)OCc1ccccc1 (stereo not drawn)	1699	1698
COc1ccc(/C=N/N=C2\SC(CC(=O)O)C(=O)N2c2ccccc2)cc1 (stereo not drawn)	1591	1827
C=C(C)Cn1c(CCNC(=O)CCC)nc2ccccc21	1467	1733
COc1ccc(C2=Nc3ccc(C)cc3C(c3ccccc3)N2CC(=O)NN)cc1 (stereo not drawn)	1527	1831
CCC(C)(C)c1ccc(Oc2ccc(N)cc2)cc1	1632	1827
COc1cccc(-n2cnc3sc(C)cc3c2=O)c1	1694	1960
CCOC(=O)C1=C(O)C(=O)NC(c2ccccc2)=C(OC2CCCCC2)C1	1774	1827
COc1cc(CCCN2C(=S)NC[C@@H]2c2ccccc2)cc(OC)c1OC	1672	1906
NC(=O)C1CCCN(C(=S)Nc2cccc3ccccc23)C1 (stereo not drawn)	1727	2207
Cc1ccc(-c2nn(-c3ccccc3)cc2C(=O)N2CCOCC2)cc1C	1560	1648
COc1ccc(-c2c[n+]3c(n2-c2c(C)n(C)n(-c4ccccc4)c2=O)CCCCC3)cc1	1577	1938
O=C(COc1ccc(/C=N/NC(=O)c2ccc(O)cc2)cc1)Nc1cccc([N+](=O)[O-])c1	1475	1708
CCOC(=O)N/N=C/c1ccc(N(CC)CC)cc1O	1706	1759
Cc1ccc(S(=O)(=O)N2CCN(C(=O)c3ccccn3)CC2)c(C)c1	1558	1638
Cn1c(Cn2c(=O)sc3ccccc32)nnc1SCC(=O)NCCc1ccccc1	1705	1559
O=C(O)CSC(C(=O)Nc1ccc(Br)cc1)c1ccccc1 (stereo not drawn)	1410	1631
COC(=O)c1cn(C(=O)c2ccc(C)cc2C)c2ccccc12	1637	1901
Cc1ccccc1NC(=O)CSc1nnc(C)c(=O)[nH]1	1735	1970
COc1ccc(-c2cc(=O)oc3c(C)c(OC(=O)c4cccs4)ccc23)cc1	1562	1742
CCc1nnc(NS(=O)(=O)c2ccc(N=Cc3c(C)[nH]n(-c4ccc(C)c(C)c4)c3=O)cc2)s1	1627	1927
CCN(CC)S(=O)(=O)c1ccc(N2CCCC2)c(NS(=O)(=O)c2cccs2)c1	1498	1993
COc1ccc(C)cc1NC(=O)CSc1ccc(-c2cccnc2)nn1	1561	1748
N#CCC(=O)Nc1ccc(C(=O)OCC(=O)Nc2ccccc2Sc2ccccc2)cc1	1736	1926
Cc1ccc(/C=C/C(=O)O)cc1S(=O)(=O)N(C)CCO	1631	1815
COc1ccc(Cc2nc3c4c(ncn3n2)Oc2c(ccc3ccccc23)C4c2ccc(OC)c(OC)c2)cc1 (stereo not drawn)	1690	1657
CCCCCCC1CC(CCc2nc(=S)[nH][nH]2)C(=O)O1 (stereo not drawn)	1667	1799
C/C(=N\NC(=O)C1CC1)c1ccccc1O	1735	1905
Cc1ccc(NC(=O)c2cccc(OCc3c(C)noc3C)c2)cc1S(=O)(=O)Nc1ccccc1Cl	1652	2059
CC(=O)c1c(C)[nH]c(C(=O)Nc2cccc(S(=O)(=O)N3CCOCC3)c2)c1C	1670	1807
O=C(O)/C=C/C(=O)N(Cc1ccc2c(c1)OCO2)C1CC(=O)N(CCc2ccccc2)C1=O (stereo not drawn)	1604	1922
Nc1nonc1C(=O)N/N=C/c1ccncc1	1575	1582
CSCCC(NC(N)=O)C(=O)Nc1ccc2ccccc2c1 (stereo not drawn)	1514	1936
COc1ccc(/C=C/C(=O)NC(=S)N2CCN(C)CC2)cc1	1596	1821
Cc1ccc(NC2=C(Cl)C(=O)OC2OC(=O)c2ccco2)cc1C (stereo not drawn)	1627	1741
C=CC[n+]1c(-c2ccc(Cl)cc2Cl)csc1Nc1c(C)n(C)n(-c2ccccc2)c1=O	1740	1859
c1ccc(C(c2nnnn2Cc2ccco2)N2CCN(C3CCCC3)CC2)cc1 (stereo not drawn)	1519	1480

Part of the list above, with values under each structure:
Values run as follows: SRC3 TRFRET art | SRC1 TRFRET art
CC(=O)c1c(C)[nH]c(C(=O)Nc2cccc(S(=O)(=O)N3CCOCC3)c2)c1C
  1670 | 1807
O=C(O)/C=C/C(=O)N(Cc1ccc2c(c1)OCO2)C1CC(=O)N(CCc2ccccc2)C1=O (stereo not drawn)
  1604 | 1922
Nc1nonc1C(=O)N/N=C/c1ccncc1
  1575 | 1582
CSCCC(NC(N)=O)C(=O)Nc1ccc2ccccc2c1 (stereo not drawn)
  1514 | 1936
COc1ccc(/C=C/C(=O)NC(=S)N2CCN(C)CC2)cc1
  1596 | 1821
Cc1ccc(NC2=C(Cl)C(=O)OC2OC(=O)c2ccco2)cc1C (stereo not drawn)
  1627 | 1741
C=CC[n+]1c(-c2ccc(Cl)cc2Cl)csc1Nc1c(C)n(C)n(-c2ccccc2)c1=O
  1740 | 1859

Following part
SMILES	SRC3 TRFRET art	SRC1 TRFRET art
Cn1nccc1C(=O)Nc1ccn(C23CC4CC(CC(C4)C2)C3)n1	1504	1673
O=c1c2ccccc2nnn1CSc1ccc2ccccc2n1	1418	1590
Cc1cc(C(F)F)nn1CC(=O)NCc1ccco1	1472	1580
Cn1c(C(C)(O)C(O)c2ccccc2)nc2ccccc21 (stereo not drawn)	1623	1509
CCOC(=O)N1CCN(c2c(-c3ccc(C)c(C)c3)c(=O)c2=O)CC1	1685	2006
COc1nn(-c2nc(-c3ccccc3)cc(C(F)(F)F)n2)cc1[N+](=O)[O-]	1414	1678
O=C(CN1CCN(c2ccc(O)cc2)CC1)Nc1ccc(SC(F)F)cc1	1338	1579
CCc1n[nH]c(=S)n1/N=C/c1ccc(N(C)c2ccccc2)cc1	1355	1638
Cn1c(NC(=O)/C=C/c2ccc(Cl)c(Cl)c2)cc(=O)n(C)c1=O	1704	1908
CC(C)(C)c1ccc(O)c(N=Cc2cc(Br)ccc2O)c1	1664	1870
Cc1cc(OCC(=O)Nc2ccc(S(=O)(=O)NC3=NCCCCC3)cc2)c(C(C)C)cc1Cl	1792	1985
Cc1[nH]nc(N)c1-c1ccccc1	1432	1652
Cc1cc(C(=O)Nc2cccc(S(=O)(=O)N3CCCCC3)c2)c2ccccc2n1	1574	1761
c1cncc(-c2nc(NCCCn3ccnc3)c3ccccc3n2)c1	1476	1637
O=C(NCc1ccccn1)c1ccc([N+](=O)[O-])cc1	1699	1667
C/C(=N\NC(=O)c1cc(C)nc2ccccc12)c1ccco1	1874	1853
Cc1ccc(Cl)c(OC(=O)c2ccc(N3CCOCC3)c([N+](=O)[O-])c2)c1	1525	2026
CCCCC(CC)CNC(=O)c1ncn[nH]1 (stereo not drawn)	1520	1804
CC(C)(C)C(=O)Nc1cccc(OC(F)(F)C(F)Cl)c1 (stereo not drawn)	1523	1606
CCc1ccc(Nc2nnc(SC3CCOC3=O)s2)cc1 (stereo not drawn)	1590	1665
CC1=C/C(=C/N(C)C)C(=O)O1	1548	1768
Cc1cccc(NC(=O)CSc2nnc(C)c(=O)n2N)c1C	1749	1924
COc1ccc(OC)c(NC(=O)N2CCCC(CNS(=O)(=O)c3cccs3)C2)c1 (stereo not drawn)	1591	1879
CCN(C(=O)COC(=O)CNS(=O)(=O)c1ccccc1)c1ccccc1	1623	1860
CC1CCC2(CC1)NC(=O)N(CC(=O)N1CCc3ccccc3C1)C2=O (stereo not drawn)	1571	1793
O=C(CC(Nc1cccc(Cl)c1Cl)C(=O)O)c1ccccc1 (stereo not drawn)	1650	1987
CCc1nnc(NC(=O)CSc2nnc(CNc3ccc(OC)cc3)n2CC)s1	1562	1932
CC(C(=O)N1CCN(c2ccc([N+](=O)[O-])cc2)CC1)N1C(=O)C2CC=CCC2C1=O (stereo not drawn)	1445	2162
O=C(/C=C/c1ccccc1Cl)Nn1cnc2ccccc2c1=O	1645	1808
Cc1ccc([N+](=O)[O-])cc1N(CC(=O)N1CCCCC1)S(C)(=O)=O	1605	1869
CC(=O)Nc1ccc(C(=O)Nc2ccc(S(=O)(=O)N3CCCC3)cc2)cc1	1576	2097
CCOc1ccccc1-n1c(=S)sc2c(=O)n(-c3ccc(C)cc3)c(=S)[nH]c21	1568	1766
Cc1ccc(NC(=O)Cn2nc(C)c([N+](=O)[O-])c2C)cc1Cl	1507	1609
COc1cc(/C=N/NC(=O)CCc2n[nH]c(=O)[nH]c2=O)ccc1O	1638	1797
Cc1cc(C)nc(SCc2ccc(C(=O)NN=C3CCCC3)cc2)n1	1439	1762
O=C(Nc1ccc(Br)cc1)C1CCN(C(=O)c2ccc(F)cc2)CC1	1543	1833
CS(=O)(=O)N(CC(=O)NCc1ccc2c(c1)OCO2)C1CCCCC1	1565	1892
Nn1cc(-c2ccccc2)nc1SCC(=O)Nc1ccc2c(c1)OCO2	1318	1643
COCCn1nnnc1C(CC(C)C)N1CCN(c2cccc(OC)c2)CC1 (stereo not drawn)	1596	1495
CCc1ccc(C2NC(=S)NC3=C2C(=O)CC(C)(C)C3)cc1 (stereo not drawn)	1489	1801
CCc1ccc(NC(=O)CSc2ccccn2)cc1	1577	1811
CC(C)(C)Nc1c([N+](=O)[O-])c(=O)sc2ccccc12	1675	1972
C/C(=N\NC(=O)c1cc(C(C)C)[nH]n1)c1ccco1	1730	1874
O=C(COC(=O)CC1c2ccccc2CCN1S(=O)(=O)c1ccc(F)cc1)Nc1ccccc1 (stereo not drawn)	1688	1733
COc1cc(SC)ccc1C(=O)Nc1cccc(C)n1	1718	1706
O=C1CCCCC1S(=O)(=O)c1ccccc1 (stereo not drawn)	1488	1458
COC(=O)c1ccccc1-c1ccc(C(c2c(C)[nH][nH]c2=O)c2c(C)[nH][nH]c2=O)o1	1584	1447
CNc1nc(N/N=C/c2cc3c(cc2[N+](=O)[O-])OCO3)nc(Nc2ccccc2)n1	1554	1974
CC(C)CCN1CCN(Cc2ccc(N3CCNC3=O)cc2)CC1CCO (stereo not drawn)	1435	1715
O=C(CCc1ccccc1)Nc1ccc(N2CCOCC2)cc1	1660	1728
Next part.
SMILES	SRC3 TRFRET art	SRC1 TRFRET art
O=c1c2ccccc2n(Cc2ccc(F)cc2)c(=O)n1C1CCCC1	1666	1428
COc1cc(-c2nnc(NC(=O)c3ccc(S(=O)(=O)N4CCOCC4)cc3)o2)cc(OC)c1OC	1668	1739
CCCCCCCCSc1nnc2[nH]c(=O)cc(N)n12	1597	1712
COc1ccc(NC(=O)Nc2ccc3c(c2)CCC3)c(OC)c1	1427	1774
CCOC(=O)Cc1c(C)nc2c(-c3cccc(Br)c3)c[nH]n2c1=O	1612	1898
CCOC(=O)CNc1nc(Cl)nc(NC(C)(C)C)n1	1574	2013
